TLR9-MyD88 inh = inhibitors of human TLR9-MyD88 binding | Q9NR96+Q99836 | CHO BLA complementation TLR9-MyD88, CCF4 FRET ratio | inhibition, % at 4.98 µM | 340,000 tested, 0.21% active | AID 504734;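 active = inhibition above the mean over all tested compounds plus 3 SD, cut at about 21% in these data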;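 note: 0% = DMSO only wells and 100% = clavulanate BLA inhibitor control wells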
SRC1 inh = inhibitors of human steroid receptor coactivator 1 (SRC1); Q15788; HEK293 GAL4-SRC1 luciferase reporter, luminescence; inhibition, % at 3.6 µM; 360,000 tested, 0.12% active;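 active = inhibition above the campaign mean plus 3 SD, with each screening campaign given its own cutoff, cut at about 60% in these data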;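 note: 0% = DMSO treated cells and 100% = gossypol at 36 µM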
NR2F2 inh = NR2F2 (human) inhibition, primary screen; HEK293T NGFI-A luciferase reporter, luminescence; inhibition, % at 8.6 µM; 370,000 tested, 0.7% active; P24468;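 active = inhibition above a per-plate cutoff, mean inhibition of test wells between control levels plus 3 SD, cut at about 38% in these data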;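 note: cells cotransfected with COUP-TFII expression vector driving the NGFI-A reporter; 0% = median of COUP-TF2 test wells and 100% = reporter-only cells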
Target sequence (P24468 whole entry, looked up): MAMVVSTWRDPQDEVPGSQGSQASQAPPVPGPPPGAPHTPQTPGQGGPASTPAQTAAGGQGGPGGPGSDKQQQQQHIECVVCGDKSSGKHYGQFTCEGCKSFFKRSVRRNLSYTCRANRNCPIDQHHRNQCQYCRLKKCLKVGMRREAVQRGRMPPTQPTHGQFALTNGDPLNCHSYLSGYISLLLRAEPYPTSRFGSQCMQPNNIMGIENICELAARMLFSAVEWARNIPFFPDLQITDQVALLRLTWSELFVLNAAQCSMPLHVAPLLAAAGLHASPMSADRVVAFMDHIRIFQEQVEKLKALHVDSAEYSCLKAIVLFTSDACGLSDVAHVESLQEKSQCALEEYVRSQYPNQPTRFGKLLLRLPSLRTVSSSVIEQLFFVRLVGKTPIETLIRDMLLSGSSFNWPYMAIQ
TWEAK Fn14 block = inhibitors of TWEAK-Fn14 interaction signaling; 360,000 tested, 2% active; inhibition, % at 10 µM; TWEAK-stimulated Fn14 reporter cells, luciferase luminescence, 8 h; in the data active = inhibition above about 50%
LRH-1 inv ag = suppresses constitutive activity of human LRH-1; inhibition, % at 3.6 µM; 360,000 tested, 0.13% active; HEK293T StAR-luciferase reporter, LRH-1 transfected, 24 h; O00482;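 active = inhibition above the mean inhibition of all tested compounds plus 3 SD, cut at about 73% in these data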;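 note: 0% = DMSO wells and 100% = reporter-only cells lacking LRH-1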
Target sequence (O00482 whole entry, looked up): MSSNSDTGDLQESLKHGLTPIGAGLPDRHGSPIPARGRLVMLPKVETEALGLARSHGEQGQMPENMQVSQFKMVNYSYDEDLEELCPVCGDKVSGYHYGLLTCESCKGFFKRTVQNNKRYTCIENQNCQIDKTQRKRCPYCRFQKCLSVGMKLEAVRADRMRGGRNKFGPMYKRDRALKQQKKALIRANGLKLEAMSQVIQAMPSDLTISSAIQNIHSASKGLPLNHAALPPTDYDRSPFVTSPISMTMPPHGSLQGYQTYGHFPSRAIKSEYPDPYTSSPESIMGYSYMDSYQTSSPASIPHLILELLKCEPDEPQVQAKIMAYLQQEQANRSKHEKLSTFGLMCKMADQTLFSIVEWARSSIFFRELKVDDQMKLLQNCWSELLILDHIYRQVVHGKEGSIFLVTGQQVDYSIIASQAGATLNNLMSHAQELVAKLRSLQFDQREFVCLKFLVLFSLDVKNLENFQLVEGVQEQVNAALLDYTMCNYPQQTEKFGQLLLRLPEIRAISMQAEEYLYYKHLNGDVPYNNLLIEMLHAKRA
NOD2 RIPK2 PPI = NOD2-RIPK2 protein interaction inhibition. O43353. CHO BLA complementation NOD2-RIPK2, CCF4 ratio. inhibition, % at 4.98 µM. 360,000 tested, 0.38% active. AID 624267; in the data active = inhibition above about 21%;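 note: 0% = vehicle only and 100% = reference blocker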
TROY signal inh = inhibitors of TROY-dependent NF-kB signaling; Q293 LMP1-TROYcd NF-kB luciferase reporter, 4 h; inhibition, % at 10 µM; 360,000 tested, 0.98% active;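 active = compounds whose plate-normalised and pattern-corrected inhibition of the luciferase reporter signal at the single screening dose is 50% or more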
TRAIL sens C8 = caspase-8 TRAIL sensitization; inhibition (viability loss, TRAIL sensitization), % at 10 µM; 360,000 tested, 1% active; NB7+C8 cells + TRAIL, ATPlite viability luminescence;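 active = compounds causing at least 50% loss of cell viability in the single-dose screen, relative to plate controls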
LMP1 NFkB inh = inhibitors of Epstein-Barr LMP1-induced NF-kappaB reporter | LMP1-induced NF-kappaB luciferase reporter cells, luminescence | inhibition, % at 12.5 µM | 350,000 tested, 0.69% active | AID 504558; in the data active = inhibition above about 41%;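 note: 0% = neutral control wells and 100% = reference inhibitor control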
SRC2 inh = inhibits human steroid receptor coactivator 2; HEK293 GAL4-SRC2 luciferase reporter, luminescence; inhibition, % at 9 µM; 370,000 tested, 0.17% active;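 active = inhibition above the mean inhibition of all tested compounds plus 3 SD, set per campaign, cut at about 52% in these data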;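 note: 0% = DMSO treated cells and 100% = cells given Gossypol at 36 µM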
NCOA3 inh = inhibitors of human steroid receptor coactivator 3 (SRC3) | HEK293 GAL4-SRC3 luciferase reporter, luminescence | inhibition, % at 3.6 µM | Q9Y6Q9 | 360,000 tested, 0.17% active;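 active = inhibition above a per-campaign cutoff, the mean of all compounds plus 3 SD, cut at about 60% in these data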;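 note: 0% = DMSO-treated cells and 100% = gossypol-treated cells at 36 µM; higher means less SRC3-driven luciferase light from the GAL4 reporter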
* = called active by the depositor; nt = no result given; & = joins results of further samples.

SMILES	TLR9-MyD88 inh	SRC1 inh	NR2F2 inh	TWEAK Fn14 block	LRH-1 inv ag	NOD2 RIPK2 PPI	TROY signal inh	TRAIL sens C8	LMP1 NFkB inh	SRC2 inh	NCOA3 inh
CN(C)/C(=C\C(=O)c1ccccc1)C(=O)c1ccccc1	-8.7	-12.1	-0.2	0.7	12.5	-5.7	10.3	-11.7	0.1	-5.7	-12.1
CCc1ccccc1NC(=O)Nc1cccs1	-10.5	-4.4	11.6	16.2	14.1	-9.5	-6.0	-14.2	1.3	-31.5	-1.5
Cc1cccc(Cc2c(C)nc3c(C(=O)N4CCN(Cc5ccc6c(c5)OCO6)CC4)cnn3c2C)c1	7.1	16.0	21.6	-1.7	3.5	11.2	9.5	13.2	17.9	16.9	18.3
CC(C)Cc1nnc(NC(=O)CCC(=O)Nc2ccc(F)cc2)s1	-7.7	19.0	-2.5	-21.6	4.7	-9.2	-24.0	-9.5	15.1	-22.0	3.9
CN(C)C(=O)COC(=O)c1ccccc1Nc1ccc(SC(F)F)cc1	5.2	-114.4	-23.1	-30.8	-202.9	-2.1	-34.7	22.8	-34.3	-48.5	-100.3
NS(=O)(=O)c1ccc(CCNC(=O)/C=C/c2ccccc2[N+](=O)[O-])cc1	14.6	-45.7	3.8	-6.6	6.7	-10.6	0.8	-11.9	-7.5	-8.7	-11.4
Clc1ccc(-c2nnc3ccccn23)cc1	8.3	3.8	3.8	16.8	-18.3	-0.7	12.4	-9.2	-9.7	-8.9	-5.2
COC(=O)C(Cc1ccccc1)NC(=S)NC(=O)c1ccccc1 (stereo unspecified)	0.3	-14.8	8.6	-10.0	-12.9	1.9	-12.8	4.7	4.4	14.3	12.9
CC1CCN(C(=O)COC(=O)c2ccc3c(c2)OCCO3)CC1	-3.0	-17.3	-19.6	-3.4	-18.9	-18.4	-39.7	29.3	-12.9	-48.3	-28.8
Cc1cc(Br)ccc1NC(=O)C1CSC2(C)CCC(=O)N12 (stereo unspecified)	-6.1	0.7	14.6	4.8	5.7	-7.4	1.6	6.8	-6.2	-39.9	1.9
Cc1cc(C)n2nc(SCC(=O)NC3(C#N)CCCCC3)nc2n1	-4.0	-11.6	6.1	-1.4	-11.9	-8.6	2.3	-19.6	-9.2	-5.2	-1.5
CC[n+]1oc(-c2ccccc2)cc1C	1.1	-0.1	7.9	-9.3	-17.6	-2.2	3.2	-6.4	0.5	-20.8	-6.7
Cc1cc(C)n2nc(C(=O)NCc3ccccc3)cc2n1	-5.1	1.9	3.7	-23.6	17.4	-5.3	-78.4	-5.3	3.7	-15.2	-59.4
CC1(C)C(=O)Nc2ccccc2N1C(=O)COC(=O)COc1cccc(C(F)(F)F)c1	-0.2	-18.2	-13.0	-4.8	-14.5	14.4	21.2	10.1	4.4	-50.0	2.7
CC(C)(C)N1C(=O)c2ccccc2NC(=O)C1C(=O)NCCOc1ccccc1 (stereo unspecified)	nt	nt	-5.1	nt	-5.3	-5.1	nt	9.0	nt	5.2	nt
CC(=O)c1sc(-c2ccc(F)cc2F)nc1C	-2.3	-8.0	-13.8	-21.9	4.3	-12.7	-22.8	6.8	-1.2	-1.7	-9.9
COC(=O)C1=C(C)NC(C)=C(C(=O)OC)C1c1ccccc1OCc1c(C)no[n+]1[O-]	0.8	8.6	4.1	-18.6	-0.8	2.1	-15.2	-16.5	-4.9	-23.4	2.4
COc1cc(CC(=O)O)ccc1O	-0.8	13.2	-12.3	-0.9	-6.0	11.4	-8.8	2.8	1.4	-11.9	-3.3
Nc1c(C(=O)O)cnc2nc(N3CCOCC3)nn12	0.3	0.7	1.7	-3.2	0.0	-2.7	8.0	-4.7	6.5	-9.0	-4.5
CCOC(=O)[C@@H]1[C@H]2COc3cc(OC)ccc3[C@H]2N2C(=O)N(c3cccc(C)c3)C(=O)[C@]12C	9.6	-11.9	5.9	-46.1	9.9	0.8	-12.7	-10.5	4.8	5.2	-2.3
CC(=O)N(C)c1ccc(NC(=O)c2ccccc2C(=O)O)cc1	-4.1	-23.5	-6.4	9.0	1.8	7.1	6.3	6.0	-4.6	-6.2	3.5
O=C(CCc1nnc(C2CCCCC2)o1)N1CCN(c2ccccc2F)CC1	-1.8	-101.8	-35.9	-32.7	-92.5	-4.4	-50.6	-0.5	-21.9	-25.0	-84.1
O=C(NCCOc1ccc(F)cc1)C1CCC(=O)N(CC2CCCCC2)C1 (stereo unspecified)	3.1	5.5	6.5	-2.4	9.3	3.7	-19.0	5.7	2.4	-7.5	12.7
Cn1ccc2c(-c3ccc(C(=O)O)cc3)cc3c(c21)C1CCC3C1 (stereo unspecified)	nt	-17.5	-44.3	12.0	-39.7	-9.5	-4.6	-7.6	nt	-39.7	-54.9
CCOc1ccc2c(c1)c(C(C)=O)c(C)n2-c1ccccc1	-2.0	0.6	-6.0	-1.9	-11.1	-0.2	4.7	0.5	-0.8	-14.1	14.1
(next part)
SMILES	TLR9-MyD88 inh	SRC1 inh	NR2F2 inh	TWEAK Fn14 block	LRH-1 inv ag	NOD2 RIPK2 PPI	TROY signal inh	TRAIL sens C8	LMP1 NFkB inh	SRC2 inh	NCOA3 inh
Cc1cccc(C(=O)Oc2ccc(/C=N/NC(=O)c3ccccc3O)cc2)c1	-9.2	-50.8	-9.1	-0.5	-83.9	-10.1	48.3	8.3	-9.6	-15.0	-71.7
CN(C(=O)COC(=O)c1ccc(Cl)c(S(=O)(=O)N2CCCCCC2)c1)C1CCS(=O)(=O)C1 (stereo unspecified)	6.6	1.0	13.6	8.9	6.5	2.3	26.7	-7.6	8.1	6.0	12.2
Oc1ccc(C[C@H]2CN([C@@H](Cc3cccc(O)c3)CN3CCC[C@@H]3CN3C(=S)NC[C@@H]3Cc3ccccc3)C(=S)N2CC2CCCCC2)cc1	nt	21.9	9.1	55.5*	-15.4	-6.1	17.1	3.4	nt	-7.8	14.9
CCn1c(SCC(=O)N2CCCC(C)C2)nc2c1c(=O)n(C)c(=O)n2C (stereo unspecified)	-5.5	11.8	2.8	17.2	-1.0	3.9	-3.2	0.5	-2.3	0.9	-10.2
Clc1cccc(CNc2ccn3nc(-c4cccc(Cl)c4)cc3n2)c1	nt	-26.9	-27.4	6.3	-27.5	-13.6	-28.1	0.8	nt	-5.0	-51.3
CC(OC(=O)C1CCN(S(=O)(=O)c2ccc(Cl)cc2)CC1)C(=O)N1CCc2ccccc21 (stereo unspecified)	-3.9	-8.7	4.0	-18.9	-2.0	-10.0	23.1	1.7	0.1	-26.0	4.9
COc1cc(N=c2ssnc2Cl)c(OC)cc1Cl	1.1&-2.2	-6.6&5.6	-10.1&-3.6	9.0&-5.8	7.4&-10.8	4.1&8.5	2.0&1.4	5.5&0.5	4.2&5.5	-15.1&5.4	-5.9&-0.7
COc1ccc(C(=O)N=c2sc3ccccc3n2C)cc1	12.4	-78.6	-46.2	19.5	-86.0	-3.2	-38.3	42.3	-47.2	-39.2	-57.8
COc1cccc(OC)c1C(=O)OCC(=O)N(c1ccccc1)C1CCCCC1	5.6	18.5	-26.8	-2.9	6.0	-3.1	-3.5	-17.5	6.4	13.0	8.2
CCC(Sc1nc(=O)cc(N)n1-c1ccccc1)C(=O)Nc1cc(C)on1 (stereo unspecified)	2.7	3.6	-3.8	-7.4	-4.0	-8.1	39.5	-15.5	0.6	-19.8	2.7
Clc1cccc(-c2nc(NCC3CCCO3)c3ccccc3n2)c1 (stereo unspecified)	0.5	-12.9	2.7	8.5	34.2	3.1	3.6	4.0	-0.3	-5.5	6.2
O=C(NC1CCCCCC1)c1ccc2nc3cc(Cl)ccc3c(=O)n2c1	4.9	-14.3	-1.8	14.3	-21.0	-18.0	-22.1	-7.0	1.1	20.6	7.2
N#C/C(=C\c1ccc(OC(=O)c2ccc(Cl)s2)cc1)c1nc2ccccc2[nH]1	-1.9	-36.6	0.1	-39.9	-30.9	7.0	-26.4	39.0	-17.8	2.0	-28.0
O=C(Nc1ccccc1)c1ccc2nc(-c3ccco3)c(-c3ccco3)nc2c1	7.1	-6.2	14.3	19.8	-10.7	-0.4	9.7	-8.0	-13.0	1.8	7.8
CC1Sc2ccc(C(=O)Nc3cc(S(C)(=O)=O)ccc3Cl)cc2NC1=O (stereo unspecified)	-2.4	-1.4	0.2	-13.3	-6.2	7.1	0.1	-7.2	2.3	13.7	0.8
COc1ccc(/C(O)=C2/C(=O)C(=O)N(CC3CCCO3)C2c2ccc(O)c(OC)c2)cc1 (stereo unspecified)	-7.0	-8.6	4.9	10.1	-6.4	5.2	-2.3	-1.9	-6.5	18.3	7.8
Cc1c(C(=O)NCc2ccco2)cccc1[N+](=O)[O-]	8.2	20.9	2.4	-16.9	1.4	-5.0	-4.5	-6.9	-13.7	-22.4	18.6
CCC1(COC(NC(=O)c2cccnc2)(C(F)(F)F)C(F)(F)F)COC1	6.7	-4.1	12.3	5.1	10.9	-10.9	0.1	-3.6	-5.7	-0.3	16.7
O=C(CNC(=O)c1ccc(Cl)cc1)c1ccc(Br)cc1	3.8	-15.7	-4.5	-14.0	-12.2	-13.7	-35.5	-21.8	-1.4	-13.2	-1.0
Cc1ccc(CNC(=O)COC(=O)c2cnccn2)cc1	-4.8	1.0	nt	16.4	-7.1	-0.1	8.9	1.8	-7.2	nt	2.3
Cc1ccc(NC(=O)c2ncn(CC(=O)N[C@H](CO)Cc3c[nH]c4ccccc34)n2)cc1C	-2.6	-5.7	-0.2	-8.3	4.9	-13.0	-18.6	7.8	-3.5	19.1	-11.8
O=C(COC(=O)c1cccc(OC(F)F)c1)Nc1cc(S(=O)(=O)N2CCCC2)ccc1Cl	1.0	0.2	14.7	-4.1	-8.0	-5.7	11.2	6.8	-5.9	-25.5	-10.4
O=C(CCNS(=O)(=O)c1ccc(Cl)cc1)NCc1cccs1	-1.5	11.6	-7.8	1.9	-2.4	-14.9	-15.2	-5.0	5.4	5.7	17.5
COc1ccc(CNc2nnnn2C)cc1	-6.6	-2.1	-4.1	2.3	6.8	-5.5	-13.4	6.1	-4.9	9.3	-2.5
COc1ccccc1C(=O)C1CCCN(Cc2ccc3c(c2)OCCO3)C1 (stereo unspecified)	5.9	-49.6	16.1	1.1	24.2	15.1	7.7	8.4	2.8	9.8	-4.2
O=C(O)CCC(=O)Nc1ccc(Cc2ccc(NC(=O)CCC(=O)O)cc2)cc1	-3.8	-1.9	0.1	9.0	-6.2	4.0	-4.8	-13.4	2.6	-17.5	5.5
C=CCNC(=O)c1sc(SC)cc1-c1ccc(Cl)cc1	1.4	-28.3	13.6	-11.6	21.9	0.5	3.6	8.8	11.6	3.9	-13.4
CC(=O)c1ccc(OCCCC(=O)Nc2ccc3c(c2)OCCO3)cc1	6.3	1.1	9.9	46.9	0.9	-2.7	17.9	-22.6	-3.0	-1.9	-7.5

Retrieved one by one from the list above (2):
SMILES	TLR9-MyD88 inh	SRC1 inh	NR2F2 inh	TWEAK Fn14 block	LRH-1 inv ag	NOD2 RIPK2 PPI	TROY signal inh	TRAIL sens C8	LMP1 NFkB inh	SRC2 inh	NCOA3 inh
O=C(COC(=O)c1cccc(OC(F)F)c1)Nc1cc(S(=O)(=O)N2CCCC2)ccc1Cl	1.0	0.2	14.7	-4.1	-8.0	-5.7	11.2	6.8	-5.9	-25.5	-10.4
Cc1ccc(CNC(=O)COC(=O)c2cnccn2)cc1	-4.8	1.0	nt	16.4	-7.1	-0.1	8.9	1.8	-7.2	nt	2.3

A portion of the library (hit frequency here may not be typical).
